FLuc inh counter = counter-screen for luciferase assay inhibitors: firefly luciferase inhibition | AID 1006 | ATPLite firefly luciferase biochemical luminescence, 10 min | inhibition, % at 10 µM | 200,000 compounds, 1.5% hits;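 active = inhibition above about 50% when tested at 10 µM, limit read from the data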
Target sequence (P08659 whole entry, looked up): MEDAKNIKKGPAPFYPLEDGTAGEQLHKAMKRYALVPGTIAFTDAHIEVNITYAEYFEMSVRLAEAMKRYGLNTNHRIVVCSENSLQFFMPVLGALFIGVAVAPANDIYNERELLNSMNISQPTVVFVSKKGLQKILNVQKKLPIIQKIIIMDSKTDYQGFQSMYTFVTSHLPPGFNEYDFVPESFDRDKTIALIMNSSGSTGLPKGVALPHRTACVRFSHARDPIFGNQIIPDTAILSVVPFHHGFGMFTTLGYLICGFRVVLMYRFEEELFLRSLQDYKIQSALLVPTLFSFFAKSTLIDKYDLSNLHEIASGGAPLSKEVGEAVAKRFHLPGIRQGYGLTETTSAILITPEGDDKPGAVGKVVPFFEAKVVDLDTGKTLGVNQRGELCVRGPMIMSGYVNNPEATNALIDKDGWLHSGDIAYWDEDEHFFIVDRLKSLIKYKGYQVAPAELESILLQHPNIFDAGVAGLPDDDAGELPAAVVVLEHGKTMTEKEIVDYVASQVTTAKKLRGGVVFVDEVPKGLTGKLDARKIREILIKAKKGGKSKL
bIAP inhibitor = intestinal alkaline phosphatase (bovine) inhibition. purified bovine IAP, CDP-star luminescence, 30 min. inhibition, % at 20 µM. 190,000 tested, under 10 active. AID 1019;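 active = over 50% inhibition of intestinal alkaline phosphatase at 20 µM in the single-dose screen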
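Incubation: 30 min reaction at room temperature / Material: purified bovine intestinal alkaline phosphatase (IAP) enzyme / Input: enzyme at 1/65,000,000 dilution / Dosing: 20 µM single dose / Signal: CDP-star luminescence signal / Reagent: CDP-star chemiluminescent phosphatase substrate, 30 µM final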
TNAP act hiacc = TNAP (human) activation, high acceptor; purified TNAP, CDP-star luminescence, 1 M DEA, 30 min; hits give high values; 0 = EDTA background, 1 = DMSO-only activity; P05186; 200,000 tested, under 10 active; activation factor at 20 µM;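 active = activation factor at least 2 at 20 µM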
Target sequence (P05186 whole entry, looked up): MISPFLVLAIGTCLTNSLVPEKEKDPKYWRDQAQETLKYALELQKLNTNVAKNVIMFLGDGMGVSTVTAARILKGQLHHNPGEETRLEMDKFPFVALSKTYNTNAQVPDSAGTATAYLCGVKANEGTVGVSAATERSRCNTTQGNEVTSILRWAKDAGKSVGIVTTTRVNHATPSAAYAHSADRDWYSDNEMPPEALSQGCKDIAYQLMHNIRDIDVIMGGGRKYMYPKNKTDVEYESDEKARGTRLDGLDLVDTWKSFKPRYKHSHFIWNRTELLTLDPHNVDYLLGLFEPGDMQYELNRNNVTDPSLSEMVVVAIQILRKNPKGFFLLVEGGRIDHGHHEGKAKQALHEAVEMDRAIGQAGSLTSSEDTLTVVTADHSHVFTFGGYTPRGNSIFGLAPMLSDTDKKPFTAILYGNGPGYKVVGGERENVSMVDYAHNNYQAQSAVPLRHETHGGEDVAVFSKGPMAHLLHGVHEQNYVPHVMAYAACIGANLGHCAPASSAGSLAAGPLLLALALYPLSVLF
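Measured by: Luminescent substrate turnover signal | Test system: Human TNAP | Input: TNAP 1/800 final | Dosing: 20 µM single point | Schedule: 30 min, room temperature | Controls: EDTA wells as negative control, DMSO wells as positive control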
FLuc stim CS = affects firefly luciferase, flagging false hits in luciferase stimulation screens; P08659; ATPlite luciferase biochemical, luminescence, 10 min; 0 = ATP-free wells, 1 = DMSO control; activation factor at 10 µM; 200,000 tested, under 10 active; AID 1027;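 active = luciferase activation factor, scaled between plate controls, of at least 2 with compound at 10 µM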
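Material: Luciferase/luciferin reagent mix | Doses: Test compounds dosed from 2 mM stocks in 100% DMSO | Timing: 10 min incubation after luciferase reagent addition, room temperature | Measured by: Luminescence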
TNAP inh hi DEA = TNAP (human) inhibition, high acceptor | AID 1135 | inhibition, % at 20 µM | 200,000 compounds, 0.03% hits | purified TNAP, CDP-star luminescence, 1 M DEA | P05186;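 active = over 50% inhibition of tissue-nonspecific alkaline phosphatase at 20 µM in the single-dose screen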;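 also: plate controls were DMSO wells for no effect and EDTA-quenched wells as full inhibition for full effect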
RAM inhibit = yeast RAM network inhibition; S. cerevisiae dse1pr::URA3 reporter, 5-FOA growth OD615, 2 d; analog-sensitive cbk1-as2 kinase mutant strain; inhibition, % at 50 µM; 190,000 compounds, 1.8% hits;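 active = inhibition above a set limit, 3 SD over mean compound inhibition, cut at about 8.4% in these data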;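 also: 0% = DMSO-only wells with no growth and 100% = 10 µM 1-NA-PP1 full growth; inhibition rescues growth on 5-FOA so higher OD means more RAM inhibition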
L major viab = reduces viability of Leishmania major promastigotes | resazurin fluorescence viability | inhibition, % at 10 µM | 200,000 compounds, 9% hits | AID 1063; in the data active = inhibition above about 50%;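 also: promastigotes grown with compound for 44 hours at 28 °C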
APP 5UTR inh = APP translation inhibition. inhibition, % at 2 µM. 190,000 compounds, 0.82% hits. SH-SY5Y APP 5'UTR-luciferase reporter, luminescence. AID 1285;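 active = inhibition above a set limit, derived from the sample mean plus 3 SD, cut at about 45% in these data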; also: values of inactives mirror those of a sister screen read the other way
TNAP inh no acc = blocks human TNAP activity with no phosphate acceptor present; 200,000 compounds, 0.26% hits; AID 1012; P05186; purified TNAP, CDP-star luminescence, 30 min; inhibition, % at 20 µM;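 active = tissue-nonspecific alkaline phosphatase inhibition above about 50% at 20 µM in the single-dose screen, limit read from the data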;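 also: 0% = DMSO negative control and 100% = EDTA positive control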
bIAP act = intestinal alkaline phosphatase (bovine) activation; activation factor at 20 µM; 200,000 compounds, 0.17% hits; purified bovine IAP, CDP-star luminescence, 30 min; hits give high values; fold of DMSO-control signal, blank-subtracted;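 active = activation factor of 2 or more at 20 µM, a signal rise over negative controls twice the positive control's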
The depositor's hits bear a star; / = no result given.

SMILES | FLuc inh counter | bIAP inhibitor | TNAP act hiacc | FLuc stim CS | TNAP inh hi DEA | RAM inhibit | L major viab | APP 5UTR inh | TNAP inh no acc | bIAP act
COc1cc(/C=C(\C#N)C(=O)NCC2CCCO2)cc(OC)c1OC (stereo not given) | -4 | -17 | 1 | 1 | -1 | 0.7 | 7 | 5 | -2 | 1.2
CCOc1cccc(-c2nnc3sc(-c4cccs4)nn23)c1 | -2 | 11 | 1.1 | 1 | -6 | 4.3 | -3 | -26 | -6 | 0.9
COP(=O)(OC)c1nc(-c2cccc3ccccc23)oc1N1CCOCC1 | 2 | -83 | 1 | 1 | 1 | 0.0 | 42 | -28 | -16 | 1.8
O=C(CSc1nnnn1C1CCCC1)N1CCCc2ccccc21 | -6 | 16 | 1 | 1.1 | -2 | 3.1 | 4 | -24 | -12 | 0.8
C=CCn1c(-c2oc3nc(-c4ccccc4)cc(-c4ccccc4)c3c2N)n[nH]c1=S | -10 | 6 | 1 | 1.1 | 2 | 2.9 | 24 | 2 | 6 | 0.9
Cc1ccc(Nc2nc(-c3c(C)nc4ccccn34)cs2)cc1 | -11 | 10 | 1.1 | 1.1 | -7 | 0.6 | 93* | 96* | -7 | 0.9
Cc1nc2nc(-c3ccccc3)cn2nc1C | 46 | -7 | 1.1 | 0.5 | -6 | 0.5 | -6 | -98 | -22 | 1.1
COc1ccc(C2/C(=C(/O)c3ccccc3)C(=O)C(=O)N2c2ccccn2)cc1OC (stereo not given) | -1 | -3 | 1.1 | 1 | -5 | 3.6 | -2 | 14 | -7 | 1
c1ccc(OCCSc2nnnn2C2CCCCC2)cc1 | 18 | 20 | 1 | 0.8 | -4 | / | 14 | -142 | -10 | 0.8
O=C(Nc1ccccc1)N1CCCC(CNS(=O)(=O)Cc2ccccc2)C1 (stereo not given) | -2 | 7 | 1.1 | 1 | -6 | -0.3 | 13 | -4 | -8 | 0.9
Cc1nn(C/C(C#N)=N\O)c(C)[n+]1N | -7 | 10 | 1 | 1.1 | -4 | 1.2 | -4 | -3 | -10 | 0.9
COCCCNC(=S)N1CCN(C(=O)C(=O)Nc2ccc(C(=O)OC)cc2)CC1 | -8 | / | 1.1 | 1.1 | -7 | 0.0 | 30 | 19 | -8 | 0.4
Cc1cc(C)c2c(=O)[nH]c(SCC(=O)N(C)C)nc2n1 | -6 | 0 | 1 | 1.1 | 0 | -0.7 | -7 | 17 | -4 | 1
CCCCN(CC)C(=O)CN1C(=O)c2ccccc2C1=O | -6 | 3 | 1 | 1.1 | -3 | 2.2 | -8 | -8 | -14 | 1
O=C(CSc1nnc2ccccn12)Nc1ccc2c(c1)OCCO2 | 5 | -11 | 1 | 0.9 | -3 | 2.1 | 0 | -39 | -12 | 1.1
COc1ccc(CCNC(=O)CN2CCN(c3cccc(C(F)(F)F)c3)CC2)cc1 | -9 | 5 | 1.1 | 1.1 | -7 | 0.8 | 4 | -1 | -19 | 0.9
CC1(C)Cc2cccc(OCC(=O)N3CCN(c4ccc([N+](=O)[O-])cc4)CC3)c2O1 | -7 | 9 | 0.9 | 1.1 | 10 | 0.9 | 10 | 6 | 16 | 0.9
Cc1cc(NC(=O)CCC(=O)N(c2cccc(F)c2)C(C(=O)NC2CCCC2)c2ccncc2)no1 (stereo not given) | -5 | 3 | 1.1 | 1 | -6 | 0.2 | -7 | -13 | -18 | 1
Cc1cc(C)n(-c2cc(N3CCN(S(=O)(=O)c4ccc(C)c(C)c4)CC3)ccc2[N+](=O)[O-])n1 | -6 | 1 | 1 | 1.1 | 0 | 5.3 | -7 | 15 | -4 | 1
Cc1ccc(-c2nc(C)sc2CC(=O)OCC(=O)Nc2c(F)cccc2F)cc1 | -15 | 28 | 1.1 | 1.1 | -5 | 1.8 | -3 | 3 | -7 | 0.7
CC1CCCCC1NC(=O)C1CCN(S(=O)(=O)N2CCOCC2)CC1 (stereo not given) | -6 | 8 | 1.1 | 1.1 | -5 | 3.9 | -2 | -8 | -4 | 0.9
Cc1nnc(SCC(=O)Nc2cccc(C(F)(F)F)c2)[nH]c1=O | -3 | 0 | 1.1 | 1 | -6 | 1.7 | -5 | -11 | -15 | 1
COc1cc(OC)cc(-c2cc3nc(C)c(CCC(=O)Nc4nc(C)cs4)c(C)n3n2)c1 | -8 | 14 | 1 | 1.1 | -4 | 6.3 | -8 | -1 | 1 | 0.9
O=C(OCC(=O)N1CCc2ccccc21)c1ccc[nH]c1=O | 16 | -11 | 1 | 0.8 | 2 | 0.7 | 11 | 2 | -5 | 1.1
Cc1[nH]c(=O)c(C#N)cc1-c1ccccc1 | -2 | 10 | 1 | 1 | -1 | 2.7 | -9 | -2 | -9 | 0.9
CC(C)[C@H](NC(=O)c1ccc(Cl)c([N+](=O)[O-])c1)C(=O)NCc1ccc(F)cc1 | 0 | -2 | 1 | 1 | -2 | 4.5 | -2 | 2 | -5 | 1
O=[N+]([O-])c1ccc(C2OCCO2)cc1CS(=O)(=O)c1ccccc1 | 1 | -9 | 0.9 | 1 | 5 | 4.0 | 10 | -18 | 3 | 1.1
O=C(Nc1ccc(S(=O)(=O)N2CCN(Cc3ccccc3)CC2)cc1)c1cnccn1 | -6 | 4 | 1 | 1.1 | -1 | 1.2 | -7 | 8 | -10 | 1
FC(F)(F)c1ccc(Oc2ccc3ccccc3c2Br)nc1 | -3 | 7 | 1 | 1 | -2 | 3.3 | -4 | 5 | -12 | 0.9
COc1ccc(N(CC(=O)NCc2ccc(C)cc2)S(=O)(=O)c2c(C)nn(C)c2C)cc1 | -9 | 20 | 1 | 1.1 | -4 | 15* | 1 | 2 | -1 | 0.8
O=C(Nc1ncccn1)c1cc(-c2ccc(F)cc2)nc2ccccc12 | 11 | -9 | 1 | 0.9 | 1 | 0.6 | 11 | 2 | -1 | 1.1
O=C(Nc1cc(=O)[nH]c(=O)[nH]1)c1cccc(Br)c1 | -4 | -4 | 1 | 1 | -1 | 2.3 | -2 | 8 | -15 | 1
O=C(Nc1ccccc1)/C(=C/c1ccccc1)c1ccccc1 | -5 | 7 | 1 | 1.1 | 2 | 4.1 | 98* | -10 | -5 | 0.9
COc1ccc(/C=C/C(=O)OCCCN(C)C)cc1 | -5 | -10 | 1.1 | 1.1 | -6 | 0.1 | 5 | 1 | -11 | 1.1
O=C(CSc1nnc(-c2ccc(Br)cc2)n1C1CCCCC1)N1CCCC1 | -4 | 0 | 1 | 1 | 3 | 2.1 | 9 | -12 | -6 | 1
Cc1cccc(OCC(=O)N2CCN(S(C)(=O)=O)CC2)c1 | -6 | 4 | 1 | 1.1 | 0 | -0.1 | -6 | -5 | -2 | 1
CCn1c(=O)cc(O)c2c(=O)n(C)c(=O)n(C)c21 | -2 | 6 | 1.1 | 1 | -5 | 1.1 | 1 | -7 | 6 | 0.9
O=S(=O)(CC(CN1CCCCC1)N1CCCCC1)c1ccc2ccccc2c1 (stereo not given) | 2 | -3 | 1 | 1 | 2 | 1.1 | 99* | 42 | -7 | 1
CCOC(=O)COc1ccc(/C=C2/SC(=Nc3ccccc3)N(Cc3cccnc3)C2=O)cc1OC | -4 | 7 | 1.1 | 1 | -6 | 1.4 | 60* | -3 | -8 | 0.9
C=CCNC(=S)N/N=C(\C)c1cc(OC)c(OC)c(OC)c1 | -5 | -1 | 1 | 1 | 3 | -0.2 | -2 | -7 | 8 | 1

The list goes on, overlapping the part above by three compounds.
SMILES | FLuc inh counter | bIAP inhibitor | TNAP act hiacc | FLuc stim CS | TNAP inh hi DEA | RAM inhibit | L major viab | APP 5UTR inh | TNAP inh no acc | bIAP act
O=S(=O)(CC(CN1CCCCC1)N1CCCCC1)c1ccc2ccccc2c1 (stereo not given) | 2 | -3 | 1 | 1 | 2 | 1.1 | 99* | 42 | -7 | 1
CCOC(=O)COc1ccc(/C=C2/SC(=Nc3ccccc3)N(Cc3cccnc3)C2=O)cc1OC | -4 | 7 | 1.1 | 1 | -6 | 1.4 | 60* | -3 | -8 | 0.9
C=CCNC(=S)N/N=C(\C)c1cc(OC)c(OC)c(OC)c1 | -5 | -1 | 1 | 1 | 3 | -0.2 | -2 | -7 | 8 | 1
Cc1nnc(Nc2ccc(O)cc2)[nH]c1=O | -4 | 8 | 1.1 | 1 | -10 | 0.7 | -6 | 12 | -7 | 0.9
COc1cc(/C=N/NC(=O)CNC(=O)c2ccc3c(c2)OCCO3)ccc1O | -6 | 22 | 1 | 1.1 | -4 | 2.1 | -4 | -6 | -14 | 0.8
CCN(CC)c1ccc(C(=O)OCC(=O)Nc2ccccc2-c2ccccc2)cc1 | -7 | 4 | 1.1 | 1.1 | -10 | 22* | -6 | -6 | -13 | 1
O=C1C=C(N2CCN(C(=O)c3ccccc3)CC2)C2(CCCCC2)O1 | -4 | -1 | 1 | 1 | 2 | 1.2 | -3 | -2 | -4 | 1
Fc1ccc(NC(=S)N2CCN(c3ncccn3)CC2)cc1 | -2 | 4 | 1.1 | 1 | -6 | -0.5 | -4 | -10 | -9 | 1
Cc1ccccc1NC(=O)/C(C#N)=C/c1ccccc1C(F)(F)F | -7 | 7 | 1 | 1.1 | -3 | 1.2 | 1 | 6 | -104 | 0.9
Cc1ccc2cc(CN(CCN(C)C)C(=O)Nc3ccc(Cl)cc3)c(=O)[nH]c2c1 | -6 | -1 | 1 | 1.1 | -2 | -0.5 | 29 | -26 | -4 | 1
COc1ccccc1S(=O)(=O)CC(O)COc1ccc(C#N)cc1 (stereo not given) | -4 | -4 | 1 | 1 | -2 | 1.6 | -6 | 14 | 1 | 1
COc1ccc(CCNC(=O)c2nnn(-c3cccc(C)c3)c2N)cc1OC | -7 | 6 | 1 | 1.1 | -3 | -0.3 | -2 | -2 | -7 | 0.9
N#C/C(=C\c1ccc(-c2ccccc2)o1)C(=O)Nn1cnnc1 | 3 | 5 | 1 | 1 | -2 | 2.7 | 3 | 1 | 0 | 0.9
CC(C)(C)OC(=O)NCCc1nnc(S(=O)(=O)Cc2ccc(Cl)cc2Cl)o1 | -2 | 5 | 1 | 1 | -5 | 4.7 | -4 | 22 | -10 | 0.9
O=C(CSc1ccc(-c2ccccc2)nn1)N1CCN(c2ccccc2)CC1 | 2 | -1 | 0.9 | 1 | 6 | 2.6 | 0 | 16 | -8 | 1
CC(=O)c1cccc(NC(=O)C2CC(c3ccc(F)cc3)=NO2)c1 (stereo not given) | -1 | 13 | 1 | 1 | 1 | 3.1 | -2 | 9 | -11 | 0.9
Cn1c(=O)c2c(nc(CN3CCC(Cc4ccccc4)CC3)n2CCN2CCOCC2)n(C)c1=O | -9 | 5 | 1 | 1.1 | -4 | 0.7 | -4 | 3 | 0 | 0.9
CCOC(=O)c1c(C)[nH]c(C(=O)CSc2ccccc2)c1C | 34 | 20 | 1 | 0.7 | -4 | 2.4 | -6 | -160 | -17 | 0.8
CCOC(=O)N1CCC(Nc2c(NCCN3CCN(c4ccccc4F)CC3)c(=O)c2=O)CC1 | -7 | -8 | 1 | 1.1 | -2 | 0.7 | -6 | -11 | -15 | 1.1

Bioassay records as filed in PubChem BioAssay.

No enrichment for hits, and some 13% of all compounds hit somewhere here.
